Source: PubChem (Broad Institute)
Xi reactivation: activators of X-chromosome reactivation in mouse fibroblasts. activation, % at 7.58 µM. actives 0.055% (n = 360,000). XiGFP mouse fibroblasts, % GFP-positive cells imaging, 3 d; cells co-treated with 5-aza-dC sensitizer; scaled so ellipticine positive control = 100%;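 active = mean normalized replicate activation at least 10% and every replicate at or above 10%; inconclusive = only one of the two criteria met; inactive = mean below 10% and not all replicates reach 10%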;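 also: 0% = median of on-plate neutral control wells and 100% = ellipticine 6 µM median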
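Assay system: SV40-immortalized XiGFP fibroblast cells, line 68-5-11; buffer or medium: DMEM plus 5-aza-dC sensitizer; compound: one concentration, pinned; timing: compounds 3 days, fix/stain 15 min at room temperature; benchmarks: positive control ellipticine, 6 µM final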
S100A4 MyoIIA: S100A4-myosin IIA interaction inhibition; P26447; S100A4/TAMRA-MyoIIA peptide fluorescence polarization; inhibition, % at 10.7 µM; actives 0.14% (n = 360,000); AID 652163;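 active = mean inhibition of at least 70% across replicates, with every replicate also reaching that level; inconclusive = mean inhibition reaches 70% but some replicates fall short; inactive = mean inhibition below 70%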
Target sequence (P26447 whole entry, looked up): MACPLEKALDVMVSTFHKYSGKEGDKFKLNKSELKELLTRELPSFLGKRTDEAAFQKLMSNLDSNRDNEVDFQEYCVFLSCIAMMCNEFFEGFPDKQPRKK
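System – human S100A4 monomer protein, biochemical binding assay · Buffer or medium – Calcium-containing HEPES buffer, pH 7.2 · Timing – 5 min between mix addition and reading · Also added – TAMRA-labelled myosin IIA heavy-chain peptide probe, 5 nM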
E-sel inducer: induces E-selectin expression in human endothelial cells. HUVEC E-selectin immunofluorescence imaging; normalized: neutral wells 0, TNF-alpha wells 100. activation, % at 7.58 µM. actives 0.37% (n = 260,000). AID 686992;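 active = mean E-selectin-positive cell signal at least 10% of the positive control, reached in at least 60% of replicates, without over 20% cell loss; inconclusive = no rule given, readout overlaps actives, possibly toxicity-flagged; inactive = the rest, including those meeting only one limit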;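 also: in these data hits start at about 27%; measured in HUVEC primary endothelial cells; signal is the percent of cells scored E-selectin positive by PE staining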
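Test system: HUVEC | Signal: Immunofluorescence imaging | Read-out: Percent E-selectin-positive cells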
FN deposition inh: fibronectin deposition inhibition. actives 0.086% (n = 350,000). AID 743247. AH1F fibroblasts, Alexa488-fibronectin deposition fluorescence, overnight. inhibition, % at 12.6 µM;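 active = mean inhibition across replicates of 30% or more, regardless of how many single replicates reach that level; inconclusive = mean under 30% yet at least half of replicates reach 30%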;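 also: positive control wells lacked labelled fibronectin entirely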
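material = AH1F fibroblast monolayer depositing Alexa488-labelled fibronectin into matrix | amount = 10000 AH1F cells/well | buffer or medium = DMEM plus 2% serum, read in PBS | incubation = 1 h cell adhesion before compound, then overnight fibronectin incubation | detection = fluorescence at 485 nm excitation, 525 nm emission | evaluation = percent inhibition as loss of matrix-bound fibronectin fluorescence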
esBAF inh: inhibitors of esBAF chromatin remodeling in mouse ES cells; actives 2% (n = 350,000); reporter increase, % at 12.5 µM; Bmi1-luciferase knock-in reporter, 24 h; 100% = twice the neutral-well signal; AID 602393; in the data active = activation above about 40%; inconclusive = no clear call, values can overlap the other calls;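 also: 0% = median of the plate's neutral control wells and 100% = double that signal; a rise in the Bmi1 reporter signal indicates esBAF inhibition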
EWS-Fli inh: inhibitors of EWS/Fli oncoprotein transcriptional activity; A673 NR0B1-luciferase reporter, viability-normalised; inhibition, % at 12.6 µM; actives 0.67% (n = 350,000); AID 651661;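 active = mean inhibition of at least 50% after viability correction, with every replicate also passing that limit; inconclusive = mean reaches 50% but only one of two replicates passes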;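 also: firefly luciferase signal divided by Alamar Blue viability fluorescence both relative to DMSO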
RAD52 inh: inhibitors of human RAD52 DNA annealing; actives 0.46% (n = 360,000); inhibition, % at 18.7 µM; AID 651710; recombinant RAD52 DNA annealing, FRET fluorescence; P43351;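 active = every replicate showing at least 50% inhibition; inconclusive = mean inhibition at least 50% but not in every replicate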
RAD54 branch: inhibitors of human RAD54 branch migration; inhibition, % at 10.4 µM; Q92698; actives 0.14% (n = 360,000); RAD54 Holliday junction branch migration, FAM/BHQ fluorescence;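 active = mean normalized replicate activity at least 40 and at least half of replicates scoring 40 or more; inconclusive = only one of the two criteria met; inactive = mean below 40 and under half of replicates reaching 40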;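 also: 0% = median of neutral control wells and 100% = median of positive control wells; inhibitors cause a drop in the FAM fluorescence signal; in these data hits start at about 50%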
Target sequence (Q92698 whole entry, looked up): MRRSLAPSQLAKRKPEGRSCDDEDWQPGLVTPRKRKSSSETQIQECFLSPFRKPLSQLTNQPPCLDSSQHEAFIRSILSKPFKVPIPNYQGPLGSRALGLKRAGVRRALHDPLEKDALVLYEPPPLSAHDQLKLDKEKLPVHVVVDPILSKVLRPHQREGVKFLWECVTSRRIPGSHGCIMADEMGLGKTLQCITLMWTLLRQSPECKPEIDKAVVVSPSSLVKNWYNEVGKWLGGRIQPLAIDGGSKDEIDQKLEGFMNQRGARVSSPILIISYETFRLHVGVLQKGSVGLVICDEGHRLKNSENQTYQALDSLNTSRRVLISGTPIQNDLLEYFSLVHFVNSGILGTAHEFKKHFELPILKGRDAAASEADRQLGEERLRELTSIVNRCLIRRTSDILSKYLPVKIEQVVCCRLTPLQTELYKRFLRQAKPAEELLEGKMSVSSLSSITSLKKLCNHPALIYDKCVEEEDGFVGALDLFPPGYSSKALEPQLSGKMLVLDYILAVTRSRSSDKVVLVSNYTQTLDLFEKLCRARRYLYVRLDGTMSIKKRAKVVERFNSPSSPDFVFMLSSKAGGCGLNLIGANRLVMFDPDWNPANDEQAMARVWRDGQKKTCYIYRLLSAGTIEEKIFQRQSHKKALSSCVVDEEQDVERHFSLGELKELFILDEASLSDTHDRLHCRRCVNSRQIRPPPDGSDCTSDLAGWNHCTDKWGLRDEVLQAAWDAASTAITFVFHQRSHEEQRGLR
* marks the source's active call; other numbers are inactive results; ? = inconclusive; / = no result given; & = joins results of further samples.

SMILES	Xi reactivation	S100A4 MyoIIA	E-sel inducer	FN deposition inh	esBAF inh	EWS-Fli inh	RAD52 inh	RAD54 branch
CNc1snc(C)c1C(=O)OCC(=O)Nc1ccc(C)cc1F	0.1	0	0.5	-6	-19	1	-14	0
CCCC(=O)Nc1ccc2c(c1)C(=O)N(C)C[C@H](OC)[C@@H](C)CN(C(C)=O)[C@H](C)CO2	-0.2	3	0.2	-11	3	7	5	2
COCC(=O)N(C)C[C@H]1Oc2cc(C#C[C@@H](C)O)ccc2S(=O)(=O)N([C@@H](C)CO)C[C@H]1C	-1.4	4	0.8	18	-3	-2	-1	-13
C[C@@H]1CN([C@@H](C)CO)S(=O)(=O)c2ccc(C3=CCCCC3)cc2O[C@H]1CN(C)C(=O)C1CCCCC1	-1.1	21	0.4	/	-2	22	-1	9
CCCC(=O)N1CC2(C1)CN(C(=O)CN1CCOCC1)[C@H](CO)c1c2c2ccc(OC)cc2n1C	0.4	1	0.1	/	/	0	10	/
CN(C(=O)COC(=O)/C=C/c1ccc2c(c1)OCO2)c1c(N)n(Cc2ccccc2)c(=O)[nH]c1=O	0.0	14	-1.1	-1	-2	4	-15	1
C[C@H](CO)N1C[C@H](C)[C@@H](CN(C)C(=O)Nc2ccc3c(c2)OCO3)Oc2c(NS(=O)(=O)c3ccc(F)cc3)cccc2C1=O	0.1&0.0	-31&-4	0.6&0.0	1	-2	-13&-7	-1&-11	1
Cc1cccc(NC(=O)/C(C#N)=C\c2ccc(C(=O)O)cc2)c1	0.1	0	/	6	/	9	0	/
COc1ccccc1N1CC(C)(C)C(=O)N(C(=O)c2ccc(C)cc2)C1=S	0.0	-1	0.2	-5	11	4	-13	1
CC(C)NC(=O)Nc1ccc2c(c1)CC(=O)N([C@H](C)CO)C[C@@H](C)[C@@H](CN(C)C(=O)Nc1ccc(F)cc1)O2	0.1	-1	0.0	0	-6	-2	11	-24
C=CCn1c(C)nnc1SCC(=O)c1[nH]c(C)c(C(C)=O)c1C	0.0	7	-1.2	-6	7	2	-11	8
COc1ccc(CN(C)C[C@@H]2Oc3c(NC(=O)Nc4c(C)noc4C)cccc3C(=O)N([C@@H](C)CO)C[C@H]2C)cc1	0.1	12	0.1	/	-1	-2	-7	-13
C[C@H](CO)N1C[C@H](C)[C@H](CN(C)C(=O)Cc2cccnc2)Oc2ncc(C#CCc3ccccc3)cc2C1=O	-0.4	2	0.5	/	-8	-14	-4	0
CO[C@@H]1CN(C)C(=O)c2ccc(NS(=O)(=O)c3ccccc3C)cc2OC[C@H](C)N(C)C[C@H]1C	-0.1	8	-0.1	/	2	8	-2	4
Cc1ccc2cc(CCNS(=O)(=O)c3ccc(F)cc3)c(=O)[nH]c2c1C	0.3	-1	-0.3	-7	-4	1	0	-2
Nc1c(C(=O)N/N=C/c2cccnc2)oc2nc(-c3ccccc3)cc(-c3ccco3)c12	0.3	-3	/	-1	-4	-1	-24	-5
CCN(CC)c1ccc(NC(=O)COC(=O)CCC(=O)c2cccs2)cc1	0.1	-3	?	2	-3	1	-2	-8
O=C(O)[C@H]1[C@H](CO)[C@H]2Cn3c(ccc(/C=C/c4ccccc4)c3=O)[C@H]2N1Cc1ccc2c(c1)OCO2	0.1	-7	0.9	1	10	-56	-65	1
CC(C)(C)c1ccc(SCCc2cccnc2)cc1	0.0	-3	/	-3	/	-88	-3	/
Cc1cccc(C(=O)NCc2ccco2)c1	0.0	0	0.3	-6	-1	-4	-15	1
CCN(C(=O)c1ccc(=O)n(C)n1)c1c(N)n(Cc2ccccc2)c(=O)[nH]c1=O	-0.1	-6	0.0	-3	7	-5	-11	-4
COc1ccccc1N1CCN(/N=C(\C)c2ccccc2O)CC1	0.0	1	2.3	3	-4	-1	-10	8
CC[C@H](C)[C@@H](CN[C@H](CCCCNC)CNC)NCC1CCCC1	0.1	-11	0.4	-10	2	-8	-11	-11
C#CCNC(=O)C[C@H]1C[C@@]2(C(=O)OC)C(=C[C@H](C(C)C)O[C@@H]2C2CC2)N(Cc2ccccc2)C1=O	0.2	-1	0.9	4	/	-9	-13	/
CCC(=O)Nc1ccc2c(c1)C(=O)N(C)C[C@@H](OC)[C@@H](C)CN(Cc1ccccc1OC)[C@H](C)CO2	0.0	-5	0.5	14	-3	-3	13	-12

Remaining list, next part.
SMILES	Xi reactivation	S100A4 MyoIIA	E-sel inducer	FN deposition inh	esBAF inh	EWS-Fli inh	RAD52 inh	RAD54 branch
CCn1c(=O)c(C(=O)NNC(=O)Cc2ccccc2)c(O)c2ccccc21	0.3	31	/	1	-5	10	-14	3
Cn1cccc1C(=O)NC(=O)COC(=O)c1cc(Cl)ccc1[N+](=O)[O-]	/	5	0.9	-1	/	4	-10	6
C[C@@H]1CN([C@H](C)CO)C(=O)Cc2cc(NS(=O)(=O)c3cn(C)cn3)ccc2O[C@H]1CN(C)C(=O)Nc1cccc2ccccc12	0.0	6	13	/	5	-3	-6	9
Cc1ccc(C2NC(=S)N3C(c4ccc(C)cc4)NC(=S)N23)cc1 (stereo unspecified)	0.0	-3	/	9	61*	-67	-7	-7
COc1ccc(NC(=O)Nc2c(C)n(C)n(-c3ccccc3)c2=O)c(OC)c1	0.3	3	0.1	/	3	7	-6	-3
CCc1ccc(NC(=S)N2CCCCCCC2)cc1	0.3	-1	2.9	/	25	-69	-19	0
Cc1cc(C(=O)NNC(=O)/C=C/c2ccco2)c(C)o1	0.6	3	2.4	-7	-4	-1	-66	9
c1cnc(NC2C3CC4CC(C3)CC2C4)nc1 (stereo unspecified)	/	2	/	/	2	10	1	-8
O=C(Nc1ccccn1)c1ccc(-c2ccccc2)cc1	0.0	1	/	-9	-68	73*	-6	2
CC(NC(=O)COc1cccnc1[N+](=O)[O-])c1ccc(Cl)cc1Cl (stereo unspecified)	0.0	-3	-0.1	-3	1	6	-16	-11
CCN1C(=O)[C@H]2[C@@H](c3ccc(C)cc3)N3C(=O)N(c4cccc(Br)c4)C(=O)[C@@]3(CC)[C@H]2C1=O	0.0	-2	0.3	16	-9	6	-1	-19
Cc1cc(C)c2oc(C(=O)Nc3ccc(S(=O)(=O)Nc4nccs4)cc3)cc(=O)c2c1	0.1	-8	-0.1	3	/	-8	-10	/
Cc1ccccc1NC(=O)C[n+]1cc(-c2ccccc2)n2c1CCC2	0.0	-4	0.4	-7	-2	-15	-15	2
Cc1ccc(-c2nc3c(=O)n(-c4ccccc4)c4c(c(=O)n(C)c(=O)n4C)c3o2)cc1	0.1	-1	-0.1	1	/	-3	-2	6
Cc1cc(C)nc(SC(C(=O)O)c2ccccc2)n1 (stereo unspecified)	-0.1	0	1.3	4	/	-9	-7	/
COc1ccc(N2CCN(C(=O)CCS(=O)(=O)c3ccc(C)cc3)CC2)cc1	0.2	0	0.5	-3	1	3	-9	5
COc1ccccc1C#Cc1ccc([C@H]2[C@H]3CN(C(=O)C4CCCC4)CCCCN3[C@H]2CO)cc1	/	0	/	/	/	11	22	-7
Cc1cccc(C)c1NC(=O)C(c1ccncc1)n1c(=O)c(-c2ccccc2)nc2ccccc21 (stereo unspecified)	0.2	-2	0.1	2	/	-66	-6	/
C[C@H](CO)N1C[C@H](C)[C@@H](CN(C)C(=O)Nc2cccc3ccccc23)Oc2c(NC(=O)Nc3ccc(C(F)(F)F)cc3)cccc2C1=O	-0.6	-29	0.5	4	3	-1	-4	0
COc1cccc(C#Cc2ccc3c(c2)O[C@@H](CN(C)C(=O)CN2CCOCC2)[C@@H](C)CN([C@@H](C)CO)S3(=O)=O)c1	0.0	4	1.6	-1	6	19	18	-4
C[C@@H]1CN([C@H](C)CO)C(=O)c2cc(C3=CCCC3)cnc2O[C@@H]1CN(C)C(=O)c1ccc(F)cc1	-0.2	3	?	/	20	-3	-1	-6
Cc1cc(N=Cc2c(O)ccc3cc(Br)ccc23)no1	0.3	1	/	-2	/	1	-17	-22
CN1CCN(C(=O)C[C@H]2CC[C@@H]3[C@H](COC[C@@H](O)CN3Cc3cccc(F)c3)O2)CC1	0.1	9	-0.1	-7	2	-7	7	-6
O=C(Cc1ccccc1F)Nc1cc(S(=O)(=O)N2CCCCC2)ccc1N1CCOCC1	-0.1	-9	-0.2	18	5	18	-13	-12
COCCCNC(=O)[C@H](CSCc1ccccc1)N1Cc2ccccc2C1=O	0.8	-4	/	0	/	13	-3	/

esBAF inh: what is marked active above
SMILES	S100A4 MyoIIA	esBAF inh	RAD52 inh
Cc1ccc(C2NC(=S)N3C(c4ccc(C)cc4)NC(=S)N23)cc1 (stereo unspecified)	-3	61*	-7

Continuation:
SMILES	Xi reactivation	S100A4 MyoIIA	E-sel inducer	FN deposition inh	esBAF inh	EWS-Fli inh	RAD52 inh	RAD54 branch
CC(C)C#Cc1ccc2c(c1)O[C@@H](CN(C)C(=O)C1CCCCC1)[C@@H](C)CN([C@@H](C)CO)S2(=O)=O	-0.7	/	0.5	/	2	8	/	/
C[C@@H]1CCCCO[C@H](CN(C)C(=O)CCC(F)(F)F)[C@H](C)CN([C@H](C)CO)C(=O)c2cc(NC(=O)NC3CCCCC3)ccc2O1	0.0	0	-0.2	/	2	2	-1	5
O=C(C[C@H]1CC[C@@H](NC(=O)C2CC2)[C@@H](CO)O1)NCc1ccccc1Cl	0.9&0.1	5&-1	-0.2&-7.8	-7&3	1	3&-6	-12&-6	-9
COc1cc(C[C@@H]2C(=O)OC[C@H]2Cc2ccc(OC)c(OC)c2)ccc1O	0.0	2	0.2	14	-30	20	-8	-5
C/C(=N\NC(=O)c1cccc(C)c1O)c1ccc(NC(=O)Cc2ccccc2)cc1	0.0	-1	-0.4	/	/	-25	-3	0
COc1cccc(NC(=O)CN(C)C(=O)/C=C/c2ccc3ccccc3n2)c1	0.1	2	0.1	-2	4	13	-23	8
O=C(COC(=O)c1cccc(S(=O)(=O)N2CCCCC2)c1)NCc1ccccc1	-0.1	0	-1.6	-4	4	1	0	0
COCCn1c(=O)[nH]c(=O)c2cc(C(=O)c3cc(OC)ccc3O)cnc21	0.5	-3	-1.4	13	/	-25	0	0
O=[N+]([O-])c1ccc(O)c(C=Nc2ccc3nc(-c4ccccc4)[nH]c3c2)c1	0.3	7	/	-3	/	-22	-48	/
CN(C)c1cccc(C(=O)N2CCCC(CCC(=O)NCc3ccccc3F)C2)c1 (stereo unspecified)	0.2	-2	/	4	19	-7	-10	-5
C=CCSc1nnc(CNS(=O)(=O)c2ccc(C)cc2)n1C	0.0	-4	0.2	/	/	-6	3	7
COC(=O)c1cc(NS(=O)(=O)c2ccc(N3CCC(C)CC3)c([N+](=O)[O-])c2)cc(C(=O)OC)c1	-0.1	0	6.1	0	/	7	16	6
Cc1cccc(OCc2nnc(SCC(=O)NC3CCCC3)n2C)c1	0.6	1	/	6	-2	2	-5	-14
